Source: PubChem BioAssay (The Scripps Research Institute Molecular Screening Center)
TEAD-YAP block = TEAD-YAP interaction inhibition. 640,000 compounds, 1.4% hits. inhibition, % at 9.12 µM. HEK-TIYL cells, TEAD-Gal4/YAP UAS-luciferase luminescence; in the data active means inhibition above about 32%;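 further: 0% = median of test compound wells and 100% = reference inhibitor wells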
GPR151 ag = activators of human GPR151; activation, % at 11.2 µM; 650,000 compounds, 1% hits; PathHunter beta-arrestin GPR151 cells, luminescence; AID 1508602; Q8TDV0; in the data active means activation above about 4.9%;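 further: 0% = median of compound wells and 100% = cells with positive control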
MITF primary = blocks human microphthalmia-associated transcription factor; AlphaScreen MITF homodimerization, bead proximity signal; 650,000 compounds, 0.91% hits; AID 1259374; inhibition, % at 2.6 µM; in the data active means inhibition above about 50%;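 further: 0% = vehicle wells with protein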
FBW7 activator = human FBW7 E3 ligase activation, primary screen | normalized activity (activation), % at 26.1 µM | 650,000 compounds, 0.13% hits | AID 1259310 | Q969H0 | AlphaScreen FBW7–phospho-cyclin E peptide binding, activator screen; in the data active means normalized activity above about 1.9%;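 further: purified mutant Fbw7 with reduced substrate affinity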
Target sequence (Q969H0 whole entry, looked up): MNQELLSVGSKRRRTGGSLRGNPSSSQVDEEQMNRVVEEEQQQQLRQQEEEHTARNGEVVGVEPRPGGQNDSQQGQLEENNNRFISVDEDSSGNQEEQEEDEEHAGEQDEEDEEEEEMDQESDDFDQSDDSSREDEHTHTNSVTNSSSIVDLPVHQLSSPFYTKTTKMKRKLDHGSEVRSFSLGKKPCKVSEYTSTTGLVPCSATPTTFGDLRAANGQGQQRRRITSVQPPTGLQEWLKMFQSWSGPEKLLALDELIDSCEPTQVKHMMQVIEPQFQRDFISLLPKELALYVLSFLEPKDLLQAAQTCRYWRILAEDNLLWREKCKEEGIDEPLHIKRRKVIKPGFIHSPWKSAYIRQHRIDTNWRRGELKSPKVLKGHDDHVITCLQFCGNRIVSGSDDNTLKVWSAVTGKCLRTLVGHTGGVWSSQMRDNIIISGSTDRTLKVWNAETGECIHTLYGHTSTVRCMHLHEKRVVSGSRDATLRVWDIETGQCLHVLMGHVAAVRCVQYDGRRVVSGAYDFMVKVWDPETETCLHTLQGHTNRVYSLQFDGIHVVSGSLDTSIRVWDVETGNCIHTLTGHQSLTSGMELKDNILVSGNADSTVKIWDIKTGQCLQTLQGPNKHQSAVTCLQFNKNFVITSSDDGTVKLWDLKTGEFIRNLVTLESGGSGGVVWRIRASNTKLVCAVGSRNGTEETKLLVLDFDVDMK
Numbers without * were called inactive.

SMILES	TEAD-YAP block	GPR151 ag	MITF primary	FBW7 activator
O=C(O)c1ccccc1N=Cc1nc(-c2ccc(Br)cc2)oc1O	-13	-0.3	-17	-0.1
COc1cc2cc3c4cc(OC)c(OC)cc4cc[n+]3c(C)c2cc1OC	24	-1.9	12	-0.2
O=C(CN1C(=O)C2C3C=CC(C3)C2C1=O)Nc1ccc(C(=O)O)cc1 (stereo not given)	-17	2.8	-7	0.1
Cc1nc2sc3c(c2c2nn(CC(=O)N4CCNC(=O)C4(C)C)c(=O)n12)CCC(C)C3 (stereo not given)	2	0.0	-13	-0.1
CCN1c2ncccc2C(=O)NC12CCN(Cc1nc3ccccc3n1C(C)C)CC2	9	0.8	-1	0.0
CC(C)C(CCC(=O)NC1CCCCC1)C(=O)O (stereo not given)	2	0.7	16	0.1
COc1ccc(NC(=O)Nc2cccc(C)c2)cc1	-34	-2.7	2	0.1
CN1CCc2c(sc(NC(=O)c3ccc(Cl)s3)c2C(N)=O)C1	-12	1.5	-5	0.1
CC1CC(C)CN(c2nc3nonc3nc2Nc2ccc3c(c2)OCO3)C1 (stereo not given)	-2	-0.5	4	-0.3
COC(=O)c1ccc(-c2ccc(/C=C3\C(=O)NN(c4ccccc4)C3=O)o2)cc1	-5	0.3	2	-0.1
CCc1ccccc1N1C(=O)CN(Cc2cc(OC)c(OC)c(OC)c2)C1=S	8	0.9	10	0.0
CCC(C)NC(=O)c1ccccc1NS(=O)(=O)c1ccc(OC)c(OC)c1 (stereo not given)	16	1.7	6	0.5
COc1cccc(C2(NC(=O)Cc3ccc4c(c3)OCO4)CCCC2)c1	-7	-0.4	-6	0.1
Cc1ccsc1/C=C1\N=C(c2ccc(Cl)c(Cl)c2)OC1=O	7	-1.7	-3	0.1
COc1ccccc1CCNC(=O)Cc1ccc(N2CCC(NCc3ccon3)CC2)cc1	-2	0.2	-7	-0.1
COc1cccc(C2=NC(c3ccc(Br)cc3)NC(c3ccccc3O)C2)c1 (stereo not given)	-37	-2.8	4	0.3
COC(=O)c1ccc(NC(=O)CSc2nc3ccc(N4C(=O)c5ccccc5C4=O)cc3s2)cc1	6	0.4	0	0.0
COc1ccc(-c2ccc(C)c(NC(=O)C3CC3)c2)nn1	-4	-1.1	4	0.2
C=CCNC(=S)Nc1ccc(OCC)cc1	-4	1.7	5	-0.1
O=C1N[C@H](CO)C(=O)N2CCN(C(=O)c3cccc(Cl)c3)C[C@H]12	9	-0.2	13	0.2
Cc1ccc2c(c1)/C(=c1/sc3nc4ccccc4n3c1=O)C(=O)N2	-1	0.9	11	0.0
COc1ccc(-c2cnn3c(NCCCN4CCOCC4)ccnc23)cc1	-13	0.8	17	0.1
O=C1CCCN1CCn1cnc2c(NCc3cccnc3)nc(Nc3ccc(C(F)(F)F)cc3)nc21	-2	1.2	-7	0.1
CCn1c(C)nnc1SCc1ccccc1	7	-0.9	3	0.0
COCCn1c(=S)[nH]c2cc(C(=O)NCc3ccccc3OC)ccc2c1=O	5	0.7	-1	0.0
O=C(COc1ccc(Cl)cc1Cl)N1CCN(C2=NS(=O)(=O)c3ccccc32)CC1	-9	0.1	18	0.6
O=C(/C=C/c1ccc(Br)cc1)N1CCN(c2ccc([N+](=O)[O-])cc2)CC1	1	-0.9	-2	0.0
CCc1nc(NN)c2c(n1)-c1ccccc1CC21CCCC1	-5	0.8	-5	0.0
CC(C(=O)Nc1cccnc1)c1ccc([N+](=O)[O-])cc1 (stereo not given)	6	-0.1	3	0.0
COCCNC(=O)Cn1cnc2sc(C)cc2c1=O	6	1.5	19	0.1
Cn1c(=O)c2[nH]c(C3CCCC3)nc2n(C)c1=O	13	-0.4	-15	0.0
COc1ccccc1OCC(=O)Nc1ccc(C(=O)Nc2ccccc2C(=O)O)cc1	13	1.5	5	-0.1
Cc1ccc(C#N)c(SC(C)(C)C(=O)O)n1	-1	2.4	7	0.8
Nn1c(CSc2ccccn2)nnc1CSc1ccccn1	-4	0.5	13	0.1
Cc1cccc(/C=C(\C(=O)O)c2cccs2)c1	1	-1.6	14	0.4
Cc1ccc(N(C)C(=O)c2ccc(N3C(=O)c4cccnc4C3=O)cc2)cc1C	9	1.9	36	-0.7
Cc1ccc(S(=O)(=O)NC(C)C2C3CC4CC(C3)CC2C4)cc1 (stereo not given)	1	2.0	1	-0.1
CC#CC(=O)N1CCC(CO)(CCc2ccccc2)CC1	-25	-0.5	-10	0.0
COCCN(C(=O)CC1C(=O)NCCN1CC(c1ccccc1)c1ccccc1)C(C)C (stereo not given)	-2	-0.7	-6	-0.1
CC1=C(C(=O)Nc2ccc(Br)cn2)C(c2ccc(N(C)C)cc2)C2=C(CCCC2=O)N1 (stereo not given)	3	0.1	11	0.1
COc1ccc(S(=O)(=O)NCCC(N)=O)cc1N(C)S(C)(=O)=O	-8	-0.5	-7	-0.1
CCCOc1ccc(-c2cc(C(=O)N3CCC(Cc4ccccc4)CC3)c3ccccc3n2)cc1	1	-0.8	17	0.4
O=C(CSc1nnc(NC(=O)C2CCC2)s1)Nc1ccccc1F	-4	0.3	-6	0.2
COc1nccnc1NS(=O)(=O)c1ccc(NC(=O)c2ccccc2I)cc1	-1	0.2	7	-0.1
COC(F)(C(=O)Nc1ccc(F)c(Cl)c1)C(F)(F)F (stereo not given)	8	0.3	12	0.1
Cc1ccc2cc(-c3nc4ccccc4[nH]3)c(=O)oc2c1	-19	-2.6	21	2.4*
Nc1cc(OC(=O)c2ccc(Cl)cc2Cl)nn1S(=O)(=O)c1ccccc1	5	0.1	6	-0.1
Cc1cccc(C(=O)Nc2noc3nc(C)ccc23)c1	-34	3.7	-1	0.1
Cc1cccc(NC(=O)C2C3C=CC4(O3)C2C(=O)N(CCc2ccccc2Cl)C4C(=O)NC2CCCCC2C)c1 (stereo not given)	-4	-1.5	-2	-0.1
Cc1nc2ccccc2n1S(=O)(=O)c1ccc([N+](=O)[O-])cc1	2	1.5	4	0.2
The list continues:
SMILES	TEAD-YAP block	GPR151 ag	MITF primary	FBW7 activator
COc1ccc2c(c1)CC/C2=N\OC(=O)c1ccc(OC)c([N+](=O)[O-])c1	-4	0.1	-1	0.1
COc1cc(Nc2nc(C)cc(NCCN3CCOCC3)n2)cc(OC)c1OC	-7	3.0	13	0.0
COc1cccc(CNC(=O)c2sccc2S(=O)(=O)N2CCN(c3ccc(F)cc3)CC2)c1	10	2.0	-12	-0.1
O=c1oc2ccc([N+](=O)[O-])cc2c(N2CCOCC2)c1[N+](=O)[O-]	3	-2.3	8	-0.1
COc1ccccc1NC(=O)C(=O)NCCCO	3	-0.5	1	-0.1
COC(=O)c1ccccc1NC(=O)Nc1ncn(Cc2ccc(Cl)c(Cl)c2)n1	-2	3.3	8	0.5
CC1=NN(c2ccc(Cl)c(C(=O)O)c2)C(=O)/C1=C\c1cccc([N+](=O)[O-])c1	3	-0.4	-1	-0.4
COC(C(=O)Nc1cc([N+](=O)[O-])ccc1C)c1ccccc1 (stereo not given)	2	1.1	8	-0.1
CSc1ccccc1N1C(=O)C2C3CCC(C3)C2C1=O (stereo not given)	-1	1.6	7	0.0
O=C(CSCc1ccc(Cl)cc1)N1CCN(c2ccccc2)CC1	-3	-0.9	-16	0.0
COc1ccc(-c2nnc(NC(=O)c3ccccc3Cl)s2)cc1	1	-1.2	-6	-0.1
CCOC(=O)CCc1c(C)c2ccc(OCC(=O)N(CC)CC)c(C)c2oc1=O	-8	-0.3	13	0.2
CCOC(=O)c1ccc(-n2cc(O)c(C(=O)OCC)n2)cc1	-40	-0.7	5	-0.2
COc1ccc(OC)c(/C=N/N=C2\NC(=O)C(CC(=O)Nc3ccccc3)S2)c1 (stereo not given)	7	1.2	4	0.2
Cc1nc2ccccc2n1CC1CCN(C(=O)NCc2cccs2)CC1	13	-1.3	32	-0.3
C=CCc1cc(/C=C2/SC(=S)NC2=O)cc(OCC)c1OCC(=O)O	-2	-0.4	-8	-0.1
Cc1ccc(CC2CC(=O)N(Cc3ccco3)C2=O)cc1 (stereo not given)	8	0.3	6	0.1
O=C(C[n+]1ccccc1)N/N=C/c1ccccc1F	0	0.0	3	0.6
Clc1ccc(CN2CCOCC2)cc1	-6	0.0	19	-0.1
COC(=O)CN1C(=S)N(C)C(=O)/C1=C/C=C/c1ccccc1	-10	1.4	-5	-0.1
CCN(CC)CC(O)CNCc1ccc(Cl)cc1 (stereo not given)	-7	1.9	54*	0.0
NC(=O)c1c(NC(=O)CCCCCN2C(=O)c3cccc([N+](=O)[O-])c3C2=O)sc2c1CCCC2	17	-0.7	10	-0.1
CC1=C(C(=O)Nc2ccccc2)C(c2ccc(I)o2)NC(=O)N1 (stereo not given)	10	-0.7	17	0.8
CCCC1CCc2c(sc(NC(=O)c3cccnc3)c2C(N)=O)C1 (stereo not given)	-1	-0.4	4	0.2
O=C(c1nn2c(c1Br)NC(c1ccccc1)CC2C(F)(F)F)N1CCOCC1 (stereo not given)	7	-0.1	19	0.3
Cc1c(C(=O)Nc2ccccc2C(F)(F)F)sc2ncn(CC(=O)Nc3ccc(C(C)C)cc3)c(=O)c12	9	-0.7	8	0.1
CC(C)(C)NC(=O)c1cccc(NC(=O)COc2ccc3ccccc3c2)c1	-14	3.1	-7	0.1
CC(=O)c1ccc(NC(=O)CN2C(=O)C(C)Oc3ccccc32)cc1 (stereo not given)	-6	1.4	3	-0.2
COc1ccc(-c2nc(N)c3c(=O)oc4ccccc4c3n2)cc1Br	6	-1.1	11	0.6
O=C(NCc1ccccc1)c1ccc2nc(Nc3cnccn3)sc2c1	-11	-0.9	1	-0.1
CCc1ccccc1NC(=O)CN(c1ccccc1)S(=O)(=O)N(C)C	2	-1.3	8	0.0
O=c1c(-c2ccc(Oc3ccccc3)cc2)[n+]([O-])c2ccccc2n1OCc1ccccn1	-2	1.9	12	0.2
CN(CC(=O)NC1CCCCCC1)S(=O)(=O)c1ccc(F)cc1	10	-1.0	9	0.9
CCC(=O)N1c2ccccc2NC2=C(C(=O)CCC2)C1c1ccccc1Cl (stereo not given)	2	2.0	-5	0.1
COC(=O)CSc1nnc2n(Cc3ccccc3)c3ccccc3n12	4	-0.4	1	0.9
Cc1ccc(-n2ncc3c(=O)n(CC(=O)Nc4c(C)cc(C)cc4C)cnc32)cc1	-11	-0.7	3	0.1
Cc1c(Cl)cccc1N/C=C/C(=O)c1ccco1	-34	-0.1	18	0.1
Cc1ccc(NC(=S)NC2CC(C)(C)NC(C)(C)C2)cc1C	2	-0.6	12	0.6
O=CNc1cccc2c1sc1nc[nH]c(=O)c12	53*	1.6	8	0.5
Cc1ccc(N(C)C(=O)C2CCN(S(=O)(=O)c3ccc4c(c3)oc(=O)n4C)CC2)cc1	5	1.7	-3	0.7
CC1(C)CC(=O)C2=C(C1)N(c1ccc(O)cc1)C(=O)CC2c1ccc([N+](=O)[O-])cc1 (stereo not given)	0	0.7	6	-0.3
COc1cc(CN2CCN(C(=O)c3cccs3)CC2)cc(OC)c1OC	-1	2.1	51	-0.1
Cc1ccc(OCC(=O)NNC(=O)C2COc3ccccc3O2)cc1 (stereo not given)	6	-0.4	-3	-0.1
COCCNC(=O)CCC1CCN(Cc2cn[nH]c2-c2ccc(F)cc2)CC1	1	-0.3	8	0.2
O=C1NC(=O)N(c2cccc(C(F)(F)F)c2)C(=O)/C1=C\c1cccs1	4	0.3	-19	-0.1
COc1ccc(CN2CCSCC2)cc1O	7	0.8	29	0.9
Cc1nc2c(c(N3CCCCC3)n1)CN(S(=O)(=O)c1cccc(C#N)c1)CC2	-5	0.4	3	0.0
CN1C=CC=C/C1=C\c1cc[n+](C)cc1	1	1.8	-2	-0.1
O=C(O)c1ccccc1N1C(=O)c2ccc(Oc3cccc([N+](=O)[O-])c3)cc2C1=O	4	2.6	6	-0.1
CCCNc1nc(N2CCOCC2)nc2c1ncn2Cc1ccc(C(F)(F)F)cc1	-5	-1.2	-5	-0.1
O=C1C2C3C=CC(C3)C2C(=O)N1c1ccc(-c2ccnc(-c3ccc(N4C(=O)C5C6C=CC(C6)C5C4=O)cc3)n2)cc1 (stereo not given)	8	-0.3	14	0.2

Of the compounds above, these contain fluorine.
SMILES	TEAD-YAP block	GPR151 ag	MITF primary	FBW7 activator
O=C1CCCN1CCn1cnc2c(NCc3cccnc3)nc(Nc3ccc(C(F)(F)F)cc3)nc21	-2	1.2	-7	0.1
O=C(CSc1nnc(NC(=O)C2CCC2)s1)Nc1ccccc1F	-4	0.3	-6	0.2
COC(F)(C(=O)Nc1ccc(F)c(Cl)c1)C(F)(F)F (stereo not given)	8	0.3	12	0.1
COc1cccc(CNC(=O)c2sccc2S(=O)(=O)N2CCN(c3ccc(F)cc3)CC2)c1	10	2.0	-12	-0.1
O=C(C[n+]1ccccc1)N/N=C/c1ccccc1F	0	0.0	3	0.6
O=C(c1nn2c(c1Br)NC(c1ccccc1)CC2C(F)(F)F)N1CCOCC1 (stereo not given)	7	-0.1	19	0.3
Cc1c(C(=O)Nc2ccccc2C(F)(F)F)sc2ncn(CC(=O)Nc3ccc(C(C)C)cc3)c(=O)c12	9	-0.7	8	0.1
CN(CC(=O)NC1CCCCCC1)S(=O)(=O)c1ccc(F)cc1	10	-1.0	9	0.9
COCCNC(=O)CCC1CCN(Cc2cn[nH]c2-c2ccc(F)cc2)CC1	1	-0.3	8	0.2
O=C1NC(=O)N(c2cccc(C(F)(F)F)c2)C(=O)/C1=C\c1cccs1	4	0.3	-19	-0.1
CCCNc1nc(N2CCOCC2)nc2c1ncn2Cc1ccc(C(F)(F)F)cc1	-5	-1.2	-5	-0.1
